Screening results from PubChem.
AGP1-GFP MLPCN: yeast TOR pathway AGP1-GFP modulation; GFP response vs DMSO, % at 10 µM; hit rate 0.02% among 320,000; S. cerevisiae AGP1-GFP multiplex flow cytometry, 3 h; GFP as percent of DMSO wells;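 active means GFP response relative to DMSO above a set limit, near screen average plus 3 SD, cut at about 150% in these data; inconclusive means fewer than 70 cells counted for the yeast strain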;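 further: median GFP channel fluorescence of the gated AGP1 strain per well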
procasp7 counter: counter-screen: procaspase-7 (human) activation | P55210 | activation, % at 8.5 µM | recombinant procaspase-7, Ac-DEVD-pNA absorbance 405 nm; D23A/D198A/D206A triple mutant, cannot self-cleave; scale: DMSO 0, 5 µM enzyme 100 | hit rate 0.093% among 330,000;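 active means percent activation above the screen-wide mean plus 3 SD, cut at about 25% in these data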
Target sequence (P55210 whole entry D23A/D198A/D206A): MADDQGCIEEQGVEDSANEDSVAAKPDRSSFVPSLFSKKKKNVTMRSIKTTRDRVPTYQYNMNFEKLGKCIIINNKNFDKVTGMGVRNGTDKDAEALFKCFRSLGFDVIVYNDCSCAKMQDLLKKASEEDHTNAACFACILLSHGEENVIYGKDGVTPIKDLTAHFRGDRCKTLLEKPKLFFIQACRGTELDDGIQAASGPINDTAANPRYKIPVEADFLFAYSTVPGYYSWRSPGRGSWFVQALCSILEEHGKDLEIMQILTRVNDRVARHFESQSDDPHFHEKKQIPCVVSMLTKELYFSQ
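Replicates: singlicate. Assay system: Procaspase-7 triple mutant (PC-7 D3A). Signal: 405 nm absorbance of p-nitroaniline. Times: 1 h preincubation, 2 h reaction. Buffer or medium: Zinc-free HEPES pH 7.4 with 300 mM NaCl, 0.01% Triton X-100. Also added: DEVD-pNA substrate. Benchmarks: DMSO wells as 0%, DMSO with 5 µM added PC-7 as 100%.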
LAP4-GFP MLPCN: modulators of TOR pathway LAP4-GFP in S. cerevisiae; S. cerevisiae LAP4-GFP multiplex, flow cytometry GFP, 3 h; median GFP as percent of DMSO wells; GFP response vs DMSO, % at 10 µM; hit rate 0.34% among 320,000;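 active means GFP response vs DMSO above a set limit, about the screen mean plus 3 SD, cut at about 150% in these data; inconclusive means under 70 cell events counted for the yeast strain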
MEP2-GFP yeast: modulators of TOR pathway MEP2-GFP in S. cerevisiae; hit rate 0.51% among 330,000; GFP response vs DMSO, % at 10 µM; S. cerevisiae MEP2-GFP strain, flow cytometry GFP, 3 h; 100% = DMSO control level;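 active means GFP response versus DMSO above a set limit, roughly screen mean plus 3 SD, cut at about 180% in these data; inconclusive means fewer than 70 cells counted for a yeast strain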;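 further: median GFP fluorescence of the barcode-gated MEP2-GFP cells per well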
CIT2-GFP yeast: yeast TOR pathway CIT2-GFP modulation; S. cerevisiae CIT2-GFP strain, flow cytometry, 3 h; 100 means same as DMSO wells; GFP response vs DMSO, % at 10 µM; hit rate 0.065% among 320,000;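 active means GFP response relative to DMSO above a set limit, near the screen mean plus 3 SD, cut at about 150% in these data; inconclusive means Fewer than 70 cells measured for a yeast strain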;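 further: ratio of well median GFP fluorescence to mean of DMSO wells on the plate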
RPL19A-GFP yeast: modulators of TOR pathway RPL19A-GFP in S. cerevisiae | S. cerevisiae RPL19A-GFP strain, flow cytometry, 3 h; stronger effect = lower value | percent response vs DMSO, % at 10 µM | hit rate 0.3% among 330,000 | AID 2025;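 active means percent response vs DMSO below 50%; inconclusive means fewer than 70 events counted for the yeast strain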;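 further: median channel GFP fluorescence of the barcoded RPL19A-GFP strain; ratio of sample median GFP to plate DMSO average so 100% = DMSO; lower means less RPL19A-GFP as with rapamycin TOR inhibition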
AHR activator: human AHR activation | P35869 | AHR-responsive luciferase reporter cells, luminescence | activation, % at 5 µM | hit rate 2.5% among 320,000 | AID 2796; in the data active means activation above about 47%;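 further: 0% = vehicle wells and 100% = reference agonist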
proCasp3 act: procaspase-3 (human) activation; P42574; recombinant procaspase-3 D3A, Ac-DEVD-pNA absorbance 405 nm; activation, % at 8.5 µM; hit rate 0.11% among 330,000; AID 463141;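 active means activation above the mean of all tested compounds plus 3 SD, cut at about 21% in these data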;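 further: 0% = DMSO alone and 100% = DMSO wells spiked with extra 5 µM PC-3 D3A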
Target sequence (P42574 whole entry D9A/D28A/D175A): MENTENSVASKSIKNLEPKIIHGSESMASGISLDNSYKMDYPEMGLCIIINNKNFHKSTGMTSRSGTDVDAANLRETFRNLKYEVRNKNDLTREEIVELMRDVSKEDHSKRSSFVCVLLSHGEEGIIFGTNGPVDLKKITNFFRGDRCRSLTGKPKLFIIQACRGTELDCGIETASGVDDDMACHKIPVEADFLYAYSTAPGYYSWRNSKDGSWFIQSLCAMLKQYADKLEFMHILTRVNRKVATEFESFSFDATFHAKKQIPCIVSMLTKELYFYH
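Test system: Procaspase-3 D3A mutant; medium: Zinc-free HEPES/NaCl buffer with 0.01% Triton X-100 at pH 7.4; reagent: DEVD-pNA substrate; doses: one concentration, 8.5 µM nominal, 0.8% DMSO; times: 1 h preincubation plus 2 h reaction at 25 °C; signal: Epi-absorbance at 405 nm of released p-nitroaniline, 0 and 120 min; replicates: singlicate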
An asterisk follows results filed as active; [ ] = dose if it differs, or a comment. Hits appear at their usual frequency; 3.5% or so of the library scored in one or more.

CCN(CC)CCN(C(=O)CCOc1ccccc1)c1nc2ccc(F)cc2s1 was read as AGP1-GFP MLPCN 98, procasp7 counter 3, LAP4-GFP MLPCN 94, MEP2-GFP yeast 93, CIT2-GFP yeast 90, RPL19A-GFP yeast 98, AHR activator 6 and proCasp3 act -1.
O=[N+]([O-])c1ccc(/C=N/NC2=NS(=O)(=O)c3ccccc32)cc1 was read as AGP1-GFP MLPCN 95, procasp7 counter -1, LAP4-GFP MLPCN 86, MEP2-GFP yeast 101, CIT2-GFP yeast 105, RPL19A-GFP yeast 101, AHR activator 3 and proCasp3 act 3.
CSC1=N/C(=C\C=C\c2cccs2)C(=O)S1 was read as AGP1-GFP MLPCN 97, procasp7 counter -5, MEP2-GFP yeast 106, CIT2-GFP yeast 106, RPL19A-GFP yeast 99, AHR activator 9 and proCasp3 act -9.
Screening COc1ccc(NC(=S)NCCN2CCOCC2)cc1 returned AGP1-GFP MLPCN inconclusive, procasp7 counter 5, LAP4-GFP MLPCN 116[may fluoresce violet], MEP2-GFP yeast 419*[may fluoresce violet], CIT2-GFP yeast inconclusive, RPL19A-GFP yeast 19*[may fluoresce violet], AHR activator -1 and proCasp3 act -6.
Screening COCCCNC(=O)c1ccc(Cn2c(=O)c3ccccc3n(CC(=O)NCc3ccco3)c2=O)cc1 returned AGP1-GFP MLPCN 117, procasp7 counter 2, LAP4-GFP MLPCN 106, MEP2-GFP yeast 95, CIT2-GFP yeast 108, RPL19A-GFP yeast 103, AHR activator 2 and proCasp3 act 9.
For CCC(C)/C(C)=N/NC(=O)C1COc2ccccc2O1 (configuration not stated) the results were AGP1-GFP MLPCN 93, procasp7 counter 5, LAP4-GFP MLPCN 90, MEP2-GFP yeast 94, CIT2-GFP yeast 100, RPL19A-GFP yeast 99, AHR activator 1 and proCasp3 act 4.
For O=C1CSC(=Nc2ccc(Cl)cc2)N1 the results were AGP1-GFP MLPCN 97, procasp7 counter 3, LAP4-GFP MLPCN 92, MEP2-GFP yeast 112, CIT2-GFP yeast 104, RPL19A-GFP yeast 105, AHR activator 0 and proCasp3 act -2.
Screening COc1oc(-c2ccccc2)nc1C(F)(F)F returned AGP1-GFP MLPCN 82, procasp7 counter 0, LAP4-GFP MLPCN 86, MEP2-GFP yeast 102, CIT2-GFP yeast 74, RPL19A-GFP yeast 112, AHR activator 1 and proCasp3 act -2.
CCOC(=O)COc1nc(N(C)C)nc(N(C)C)n1 was read as AGP1-GFP MLPCN 93, procasp7 counter 6, LAP4-GFP MLPCN 93, MEP2-GFP yeast 95, CIT2-GFP yeast 95, RPL19A-GFP yeast 101, AHR activator 2 and proCasp3 act 0.
Screening CCC(=O)Nc1nnc(SCCN2CCOCC2)s1 returned AGP1-GFP MLPCN 92, procasp7 counter 15, LAP4-GFP MLPCN 86, MEP2-GFP yeast 92, CIT2-GFP yeast 98, RPL19A-GFP yeast 100, AHR activator -1 and proCasp3 act 3.
`Cc1cccc(C)c1NC(=O)CNC(=O)Cc1ccc(Br)cc1` gave AGP1-GFP MLPCN 94, procasp7 counter 11, LAP4-GFP MLPCN 96, MEP2-GFP yeast 86, CIT2-GFP yeast 90, RPL19A-GFP yeast 89, AHR activator 5 and proCasp3 act 8.
`CC1(C)C2CCC1(C)C(NC(=O)CCN1CCCCC1)C2` (configuration not stated) gave AGP1-GFP MLPCN 103, procasp7 counter -4, LAP4-GFP MLPCN 105, MEP2-GFP yeast 102, CIT2-GFP yeast 102, RPL19A-GFP yeast 106, AHR activator -2 and proCasp3 act -2.
Screening COc1cc(SC)ccc1C(=O)N(CC(=O)Nc1ccccc1Br)Cc1ccco1 returned AGP1-GFP MLPCN 101, procasp7 counter -5, LAP4-GFP MLPCN 99, MEP2-GFP yeast 93, CIT2-GFP yeast 103, RPL19A-GFP yeast 98, AHR activator 12 and proCasp3 act -5.
`O=[N+]([O-])c1cccc(NC(=S)NCCc2ccccc2)c1` gave AGP1-GFP MLPCN 98, procasp7 counter -6, LAP4-GFP MLPCN 101, MEP2-GFP yeast 100, CIT2-GFP yeast 102, RPL19A-GFP yeast 105, AHR activator -8 and proCasp3 act 0.
For O=C(NCC1CCCO1)c1cc2c([nH]c3ccccc32)c(-c2cccc(Cl)c2)n1 (configuration not stated) the results were AGP1-GFP MLPCN 93, procasp7 counter 3, LAP4-GFP MLPCN 114, MEP2-GFP yeast 109, CIT2-GFP yeast 91, RPL19A-GFP yeast 97, AHR activator -3 and proCasp3 act -3.
COC(=O)c1ccc2c(=O)n(CCCCCC(=O)NCc3ccc4c(c3)OCO4)c(=O)[nH]c2c1 was read as AGP1-GFP MLPCN 103, procasp7 counter 3, LAP4-GFP MLPCN 104, MEP2-GFP yeast 100, CIT2-GFP yeast 104, RPL19A-GFP yeast 103, AHR activator 2 and proCasp3 act 6.
For C(=N\Nc1ccccc1)/c1ccc(N2CCOCC2)cc1 the results were AGP1-GFP MLPCN 93, procasp7 counter -4, LAP4-GFP MLPCN 87, MEP2-GFP yeast 94, CIT2-GFP yeast 99, RPL19A-GFP yeast 97, AHR activator 14 and proCasp3 act -6.
CCN1CCN(C(=O)CSc2ccc(C)cc2)CC1 was read as AGP1-GFP MLPCN 104, procasp7 counter 7, LAP4-GFP MLPCN 81, MEP2-GFP yeast 100, CIT2-GFP yeast 109, RPL19A-GFP yeast 103, AHR activator 1 and proCasp3 act 1.
O=C(CCc1c[nH]c2ccccc12)NCc1cccc(Cl)c1 was read as AGP1-GFP MLPCN 99, procasp7 counter 7, LAP4-GFP MLPCN 94, MEP2-GFP yeast 107, CIT2-GFP yeast 90, RPL19A-GFP yeast 101, AHR activator -2 and proCasp3 act 4.
Screening Cc1nnc(NC(=O)c2cccc(S(=O)(=O)N3CCCC3)c2)s1 returned AGP1-GFP MLPCN 85, procasp7 counter -2, LAP4-GFP MLPCN 66, MEP2-GFP yeast 73, RPL19A-GFP yeast 87, AHR activator 1 and proCasp3 act 3.
Screening CCN1C(=O)C(CC(=O)Nc2ccc(C)cc2C)Nc2cc(S(=O)(=O)N(C)C)ccc21 (configuration not stated) returned AGP1-GFP MLPCN 89, procasp7 counter -4, LAP4-GFP MLPCN 84, MEP2-GFP yeast 93, CIT2-GFP yeast 91, RPL19A-GFP yeast 92, AHR activator -1 and proCasp3 act -11.
`Cc1nc2c(C)cccc2cc1C(=O)N/N=C/c1ccc(O)cc1` gave AGP1-GFP MLPCN 94, procasp7 counter 7, LAP4-GFP MLPCN 86, MEP2-GFP yeast 99, CIT2-GFP yeast 99, RPL19A-GFP yeast 99, AHR activator 2 and proCasp3 act 0.
Screening O=C1CCC/C=C\C[C@@H](CC(=O)N(CCO)Cc2ccccc2)C(=O)N2CCC[C@H]2CO1 returned AGP1-GFP MLPCN 101, procasp7 counter 17, LAP4-GFP MLPCN 117, MEP2-GFP yeast 100, CIT2-GFP yeast 96, RPL19A-GFP yeast 99, AHR activator -1 and proCasp3 act 5.
Screening CC(C)(C)NC(=O)COC(=O)c1ccc(Cl)c(S(N)(=O)=O)c1 returned AGP1-GFP MLPCN 100, procasp7 counter -3, LAP4-GFP MLPCN 90, MEP2-GFP yeast 95, CIT2-GFP yeast 105, RPL19A-GFP yeast 96, AHR activator 0 and proCasp3 act -7.

A portion from further up, for reference:
Screening COc1cc(SC)ccc1C(=O)N(CC(=O)Nc1ccccc1Br)Cc1ccco1 returned AGP1-GFP MLPCN 101, procasp7 counter -5, LAP4-GFP MLPCN 99, MEP2-GFP yeast 93, CIT2-GFP yeast 103, RPL19A-GFP yeast 98, AHR activator 12 and proCasp3 act -5.
`O=[N+]([O-])c1cccc(NC(=S)NCCc2ccccc2)c1` gave AGP1-GFP MLPCN 98, procasp7 counter -6, LAP4-GFP MLPCN 101, MEP2-GFP yeast 100, CIT2-GFP yeast 102, RPL19A-GFP yeast 105, AHR activator -8 and proCasp3 act 0.
For O=C(NCC1CCCO1)c1cc2c([nH]c3ccccc32)c(-c2cccc(Cl)c2)n1 (configuration not stated) the results were AGP1-GFP MLPCN 93, procasp7 counter 3, LAP4-GFP MLPCN 114, MEP2-GFP yeast 109, CIT2-GFP yeast 91, RPL19A-GFP yeast 97, AHR activator -3 and proCasp3 act -3.

(listing goes on)
`CCC(CO)NC(=O)c1cc2c(s1)CCC2` (configuration not stated) gave AGP1-GFP MLPCN 91, procasp7 counter -4, LAP4-GFP MLPCN 94, MEP2-GFP yeast 95, CIT2-GFP yeast 86, RPL19A-GFP yeast 92, AHR activator 2 and proCasp3 act -4.
`O=C(CNC(=O)c1ccccc1F)NC1=NCCS1` gave AGP1-GFP MLPCN 107, procasp7 counter -1, LAP4-GFP MLPCN 102, MEP2-GFP yeast 101, CIT2-GFP yeast 106, RPL19A-GFP yeast 109, AHR activator -1 and proCasp3 act -2.
Screening Cc1cc(C)nc(SCC(=O)Nc2ccnc3ccccc23)n1 returned AGP1-GFP MLPCN 104, procasp7 counter 2, LAP4-GFP MLPCN 106, MEP2-GFP yeast 101, CIT2-GFP yeast 98, RPL19A-GFP yeast 100, AHR activator 3 and proCasp3 act -3.
Screening CC1CCCN(C(=O)Cn2nnc(-c3ccc(N(C)C)cc3)n2)C1 (configuration not stated) returned AGP1-GFP MLPCN 103, procasp7 counter 0, LAP4-GFP MLPCN 92, MEP2-GFP yeast 98, CIT2-GFP yeast 105, RPL19A-GFP yeast 104, AHR activator 0 and proCasp3 act -3.
Screening c1ccc(-c2noc(-c3ccco3)n2)nc1 returned AGP1-GFP MLPCN 96, procasp7 counter -1, LAP4-GFP MLPCN 97, MEP2-GFP yeast 92, CIT2-GFP yeast 87, RPL19A-GFP yeast 96, AHR activator 5 and proCasp3 act -6.
For CCOc1cc(/C=C2/C(=O)ON=C2C)ccc1OCc1ccccc1 the results were AGP1-GFP MLPCN 100, procasp7 counter -4, LAP4-GFP MLPCN 103, MEP2-GFP yeast 96, CIT2-GFP yeast 93, RPL19A-GFP yeast 96, AHR activator 2 and proCasp3 act 3.
Screening CCOCCCNC(=O)COc1ccc(OC)cc1 returned AGP1-GFP MLPCN 98, procasp7 counter -6, LAP4-GFP MLPCN 96, MEP2-GFP yeast 95, CIT2-GFP yeast 106, RPL19A-GFP yeast 99, AHR activator 4 and proCasp3 act 13.
COc1ccc(OC)c(NC(=O)c2ccccc2NC(=O)c2ccco2)c1 was read as AGP1-GFP MLPCN 102, procasp7 counter 7, LAP4-GFP MLPCN 111, MEP2-GFP yeast 109, CIT2-GFP yeast 100, RPL19A-GFP yeast 101, AHR activator 6 and proCasp3 act 3.
O=C1CCN(Cc2ccc(O)cc2)CCN1[C@H](CO)c1ccccc1 was read as AGP1-GFP MLPCN 75, procasp7 counter 0, LAP4-GFP MLPCN 133, MEP2-GFP yeast 95, CIT2-GFP yeast 63, RPL19A-GFP yeast 96, AHR activator 3 and proCasp3 act -6.
